Source: PubChem (National Center for Advancing Translational Sciences (NCATS))
Pf Dd2 inh: blocks in vitro growth of P. falciparum Dd2 | P. falciparum Dd2 growth, SYBR Green, 72 h | Potency, µM (titrated, usually from 28.9 µM), inactives show at the top dose activity, negative = inhibition, most hits filed as inhibitors | hit rate 4.3% among 120,000 | AID 1347417; active = well fitted inhibition curve with a large enough effect; inconclusive = small, poorly fitted or top-dose-only effect; inactive = no such curve, though single readings can be large or run the other way;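 note: plate controls were DMSO vehicle for no effect and reference drug for full effect; nearly all actives have a fitted effect of over 65% in size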
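Readout: SYBR Green fluorescence, 485 nm excitation, 535 nm emission, after ~16 h lysis at 37C. Before that, Dd2-infected red cells (2.5% hematocrit) grew 72 h with compound, 29 uM top final concentration.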
* = called active by the depositor; i = inactive; ? = inconclusive; [ ] = remark or other dose. Potency is the fitted concentration of half-maximal effect. Only part of the results is shown; rates above refer to the full screens.

A first look:
SMILES	Pf Dd2 inh
O=C(N[C@H]1CO[C@H]2[C@@H]1OC[C@@H]2Nc1nccc(-c2cccc(F)c2)n1)C1CC1	33.4%[activator][44.1 µM]
CCc1ccc(CNC(=O)[C@@]23CCCC[C@H]2N(C)C(=O)CC3)cc1	-23.2%

All compounds of this part, previewed entries included:
SMILES	Pf Dd2 inh
O=C(N[C@H]1CO[C@H]2[C@@H]1OC[C@@H]2Nc1nccc(-c2cccc(F)c2)n1)C1CC1	33.4%[activator][44.1 µM]
CCc1ccc(CNC(=O)[C@@]23CCCC[C@H]2N(C)C(=O)CC3)cc1	-23.2%
NC(=O)[C@@H](Cc1ccccc1)NC(=O)[C@@H]1C[C@@H](NS(=O)(=O)c2cccs2)CCN1C(=O)CSCC(=O)O	-11.0%
COc1ccc(CCNC(=O)c2cc(-c3ccccc3)nc3ccccc23)cc1OC	?
Cn1c(=O)c2c(nc3n(-c4ccc(O)cc4)c(-c4ccc(Br)cc4)cn23)n(C)c1=O	10.4%
c1ccc([C@@H]2C[C@H]2c2nc(C3CCOCC3)nn2-c2cccnc2)cc1	-17.7%
CCN(CC)S(=O)(=O)c1ccc2c(c1)N(CC(=O)N1CCN(c3ccc(Cl)cc3)CC1)C(=O)CO2	-14.3%
Cc1ccc(C(=O)N2CCc3cc(CNC(=O)COc4ccccc4)ccc32)cc1	i
Cc1ccccc1[S+](=O)([O-])N1CCC2OCCN(Cc3ccccc3F)C(=O)C2C1 (stereo not given)	i
C=CCN(C)C(=O)[C@@H]1Cc2cn(Cc3cc(C)on3)c3cccc(c23)[C@H](CC(C)C)N1	?
CCNC(=O)N1CCOC(CN(CC(C)C)C(=O)c2cccc(OC)c2)C1 (stereo not given)	?
CC1=C[C@@H](CN(C)Cc2cccnc2)[C@H](C(C)C)C[C@H]1Cc1nnc(-c2ccc([N+](=O)[O-])cc2)o1	4.47µM*
CC(C)(C)NC(=O)N1CC(c2noc(C3CCCN3CC3CC3)n2)C1 (stereo not given)	?
O=C(CCS(=O)(=O)c1cccc2nonc12)Nc1ccc(F)cc1F	2.9%
COc1ccc(C(=O)Nc2ccc3c(N4CCOCC4)ncnc3c2)c(C)c1	i
CCCc1ccc(S(=O)(=O)N2CCC(c3nnc(-c4cccc(C)c4)o3)CC2)cc1	11.2µM*
O=C1N(Cc2cccc(F)c2F)CCCC1(O)CNCc1cccc(F)c1 (stereo not given)	?
COc1ccc(-c2nc(C(C)C)nc3c2CCN(C(=O)C2CCCC2)CC3)cc1	?
CC(=O)N1CCC(Cc2noc(-c3ccncc3)n2)C1 (stereo not given)	-3.2%
COC(=O)c1cccc(Cn2nnc3sc4c(c3c2=O)CCC(C(C)(C)C)C4)c1 (stereo not given)	18.6%
CC1=C[C@@H](CNC(=O)CC(C)(C)CC(=O)O)[C@H](C(C)C)C[C@H]1Cc1nc2ccccc2[nH]1	-18.6%
Cc1cc(C(=O)N2CCC3(CCC(=O)N(CCCn4ccnc4)C3)CC2)c(C)o1	5.7%
O=C1NCc2ccccc2CC12CCN(Cc1ccncc1Cl)CC2	-8.3%
CCOc1ccc(N2CC(NC(=O)c3cc4ccccc4o3)CC2=O)cc1 (stereo not given)	29.2%
O=C(Cn1c(=O)oc2cc(S(=O)(=O)NCc3ccccc3)ccc21)NCc1ccc(Cl)cc1	i
CCOC(=O)c1[nH]c(C)c(CCC(=O)NCc2ccc(OC(C)C)cc2)c1C	?
Cc1ccc(C2=CC(c3ccccc3C)n3c(nc4ccccc43)N2)cc1 (stereo not given)	?
COCCNC(=O)C1COC2(CCC(C)CC2)N1C(=O)c1cc(F)cc(F)c1 (stereo not given)	i
CC(C)CNC(=O)N1CCCCCCNC(=O)[C@@H]2CCCC[C@@H]21	10.1%
CCOc1ccc(NC(=O)CC2Nc3cccc4cccc(c34)NC2=O)cc1 (stereo not given)	7.7%
COc1nccnc1NC1CCN(C(=O)CCc2ccccc2)CC1	30.8%[activator][5.79 µM]
COc1ccc(C(=O)N2CCCN(C(=O)C3CC3)C(c3ccccc3)CC(=O)NCC2)cc1F (stereo not given)	1.1%
CCOCCOC1CCN(C(=O)Nc2ccc3c(c2)OCCO3)CC1	8.1%
Cc1ccc(-c2nc3cc(C(C)C)ccc3o2)cc1NC(=O)c1cccs1	?
CCc1cccc(NC(=O)C(CC(C)C)NS(=O)(=O)c2ccc3c(c2)oc(=O)n3C)c1 (stereo not given)	?
O=C(Nc1cccc(Cl)c1)C1CCN(c2nc3ccccc3nc2C(F)(F)F)CC1	?
COc1ccc(-c2ccc3c(n2)CN(CCOc2ccccc2)C(=O)CO3)cc1	i
CCN(CC)CCNC(=O)c1ccc2nc(CCc3ccccc3)oc2c1	7.9%
COc1ccc(CC(=O)N2C[C@@H](CO)[C@H](c3ccncc3)C2)cc1	11.9%
Cn1cnc(S(=O)(=O)N2CCC(C(=O)N3CCN(c4ccc(Cl)cc4)CC3)CC2)c1	i
CCCN(CC1CCOC1)S(=O)(=O)Cc1ccccc1Cl (stereo not given)	21.5%[5.79 µM]
CN1CC2(CCN(Cc3ccc(-c4ccc(Cl)cc4)o3)C2)OC1=O (stereo not given)	1.6%
CCOc1ccccc1C1NC(=O)N(CC(=O)Nc2c(C)cccc2Cl)C2=C1C(=O)OC2 (stereo not given)	-1.2%
C[S+](=O)([O-])N1CC2(Cc3ccccc31)CN([S+](=O)([O-])c1cccs1)C2	-29.7%
CCOC(=O)c1cc(S(=O)(=O)N2CCN(c3ccc(F)cc3)CC2)[nH]n1	-18.7%

4 structures out of the list, sorted by molecular weight, high to low.
SMILES	Pf Dd2 inh
CCOc1ccccc1C1NC(=O)N(CC(=O)Nc2c(C)cccc2Cl)C2=C1C(=O)OC2 (stereo not given)	-1.2%
Cn1cnc(S(=O)(=O)N2CCC(C(=O)N3CCN(c4ccc(Cl)cc4)CC3)CC2)c1	i
CCOC(=O)c1cc(S(=O)(=O)N2CCN(c3ccc(F)cc3)CC2)[nH]n1	-18.7%
COc1nccnc1NC1CCN(C(=O)CCc2ccccc2)CC1	30.8%[activator][5.79 µM]

Additional structures follow:
SMILES	Pf Dd2 inh
O=C(c1ccc2c(c1)N(Cc1ccccc1F)C(=O)c1ccccc1S2(=O)=O)N1CCN(c2ccccn2)CC1	?
Clc1cccc(-n2ncc3c(NCCCc4ccccc4)ncnc32)c1	i
O=c1cc(N2CCOCC2)oc2c(-c3ccccc3O)nccc12	22.9%[44.1 µM]
Cc1ccc(-c2cn3c(n2)sc2cc(C(=O)NC4CCCCCC4)ccc23)c(C)c1	-7.8%
CC(C)c1ccc2occ(CC(=O)Nc3cccc(C(F)(F)F)c3)c2c1	?
CC(C)(C)C(=O)N1CCC2(CC1)C(=O)NCN2Cc1ccc(Cl)cc1	i
Cc1nn(-c2ccccc2)c(=O)n1CC(=O)NCC1OCCc2ccccc21 (stereo not given)	6.9%
COc1ccc(OCC(=O)N2CCN(C(=O)c3cc(OC)c(OC)c(OC)c3)CC2)cc1	17.0%
O=c1c2cc(-c3ccccc3)nn2ccn1CC(O)c1ccccc1 (stereo not given)	i
O=C(c1ccc2[nH]ccc2c1)N1CCCC(n2cc(-c3nc(C4CC4)no3)nn2)C1 (stereo not given)	?
O=C1Cc2cc(S(=O)(=O)N3CCN(c4ccccc4)CC3)ccc2N1	12.5%
CN1CCN(C(CNC(=O)C(=O)Nc2ccc(F)cc2)c2cccnc2)CC1 (stereo not given)	-8.2%
Cc1ccc2c(c1)N(CC(=O)N1[C@@H]3CC[C@H]1CNC(=O)C3)C(=O)CO2	-1.4%
C#CCN(CC=C)Cc1cnc(S(=O)(=O)CC)n1CCCc1ccccc1	i
COc1ccc(Cc2nc3c4cnn(-c5ccccc5F)c4ncn3n2)cc1	-3.1%
COc1cc(-c2nc3ncccn3c2Nc2ccc(C)cc2C)ccc1O	12.6µM*
CCN1CCN(c2oc(/C=C/c3cc(OC)c(OC)c(OC)c3)nc2C#N)CC1	20.5%
COc1cccc(OCc2nc(C(=O)N(C)Cc3cnc4ccccn34)co2)c1	-3.0%
Cc1ccc(C(c2sc3nc(-c4ccco4)nn3c2O)N2CCN(Cc3ccccc3)CC2)cc1 (stereo not given)	i
O=C(COc1ccccc1)Nc1ccccc1C(=O)OCc1cc(=O)n2nc(C3CC3)sc2n1	17.5%
O=c1n(-c2ccc([N+](=O)[O-])cc2)nc2n1CCN(Cc1cccc3ccccc13)C2	?
COCCN1C(=O)CS(=O)(=O)C12CCN(C(=O)c1cc(F)cc(F)c1)CC2	-29.6%
COc1ccc(NC(=O)Cn2c(C)cc3ccccc3c2=O)c(OC)c1	28.0%
COc1ccc(Cn2c(CO)cnc2SCc2ccccc2C)cc1	-24.3%
CCN1CCN(CCNC(=O)CCC[C@@H]2[C@H]3CCCN4CCC[C@@H](CN2C(C)=O)[C@@H]34)CC1	4.2%
O=C(NCc1ccncc1)c1c(OCC2CC2)cc(=O)n2c1CCCCC2	-10.3%
Cc1ccc(OCc2nc(C3CCCCN3C(=O)c3cc(F)ccc3F)no2)cc1 (stereo not given)	i
O=C(Nc1ccc(NC(=O)c2cccs2)cc1)c1ccc(Br)cc1	i
CCOc1ccccc1-c1nc(SCC(=O)c2ccc(OC)c(Br)c2)n[nH]1	1.3%
Cc1ccc(NC(=O)Cn2nc3n(c2=O)CCCCC3)c(C)c1	?
COc1ccc(NC(=O)N2CCC(Oc3ncccc3C(=O)N3CCOCC3)C2)c(C)c1 (stereo not given)	85.1%[activator]
COc1ccc(S(=O)(=O)N(CC(=O)NCCSCc2ccccc2)c2ccc(C)cc2)cc1	-12.0%
C=CCC1(CO)CCCN(Cc2cc(C3CCCCC3)no2)C1 (stereo not given)	?
Cc1cccc(-c2nc3c(C#N)c[nH]n3c2NC2CCCCC2)c1	-2.0%
CCCOC(=O)c1ccc(NC(=O)C2CC(=O)N(c3ccc(C)cc3)C2)cc1 (stereo not given)	21.1%
O=C1NCCCCCN(C(=O)c2ccsc2)[C@@H]2C[C@@H](C(=O)N3CCc4ccccc4C3)C[C@H]12	?
COc1ccc(NC(=O)CCS(=O)(=O)c2cc3c(cc2C)NC(=O)CO3)cc1Cl	20.4%
O=C(c1cn[nH]c1-c1ccc(F)cc1)N1CCC2(CC1)CC(O)CCO2 (stereo not given)	-10.2%
O=C(NC1CC1)[C@@H]1C[C@H](Oc2cccnc2)CN1S(=O)(=O)c1cccc(F)c1	8.4%
Cc1cc2c(cc1S(=O)(=O)CCC(=O)NC1CCC(C)CC1)OCC(=O)N2 (stereo not given)	i
COc1ccccc1NC(=O)CCS(=O)(=O)c1ccc2nc(C)sc2c1	17.5%
CC1CCN(c2nc3ccc(C(=O)NCc4ccccc4Cl)cc3s2)CC1	?
COc1ccc(NC(=O)CN(C)S(=O)(=O)c2ccc3c(c2)CCC(=O)N3)c(OC)c1	?
Cc1ccc(CNc2ccc(-c3nc(-c4ccccn4)no3)cc2[N+](=O)[O-])cc1	-0.7%
Cc1ccccc1CC(=O)N1CCC(Cc2nc(-c3cnccn3)no2)CC1	51.4%[activator]

Among those listed so far, these have a nitro group on carbon.
SMILES	Pf Dd2 inh
CC1=C[C@@H](CN(C)Cc2cccnc2)[C@H](C(C)C)C[C@H]1Cc1nnc(-c2ccc([N+](=O)[O-])cc2)o1	4.47µM*
O=c1n(-c2ccc([N+](=O)[O-])cc2)nc2n1CCN(Cc1cccc3ccccc13)C2	?
Cc1ccc(CNc2ccc(-c3nc(-c4ccccn4)no3)cc2[N+](=O)[O-])cc1	-0.7%

Further records.
SMILES	Pf Dd2 inh
Cc1cc(C(=O)N2CCCCCCNC(=O)[C@@H]3C[C@@H](c4nc(-c5cccnc5)no4)C[C@@H]32)n(C)n1	-6.0%
O=C1CCCCC(C(=O)NCc2ccccc2)N1 (stereo not given)	18.2%
Cc1ncsc1CN(Cc1ccccc1)C(=O)CCn1nnnc1CN1CCOCC1	-13.8%
Cc1ccc(-n2ncc(C(=O)NCCCN3CCc4ccccc4C3)c2C2CCN(C(=O)OC(C)(C)C)CC2)c(C)c1	7.08µM*
CC(C)CCN1CCCC2(CC(Cc3ccccc3)=NO2)C1 (stereo not given)	-18.1%[44.1 µM]
COCCCNC(=O)Cn1c(=O)n(-c2ccc(C)c(C)c2)c(=O)c2c3c(sc21)CCCCC3	38.7%[activator]
Cc1ccc(F)cc1S(=O)(=O)N[C@@H]1CN(c2ncccn2)C[C@H]1CN(C)C	?
COc1ccc(-n2c(SCc3nc(-c4ccc(C)cc4)no3)nnc2-c2ccccc2)cc1	-29.4%
CN1C(=O)CCC2(CNC(=O)c3cnccn3)CCC=C12 (stereo not given)	17.1%
CCn1c(C2CCCN(C(=O)c3nnn(Cc4ccccc4)c3C)C2)n[nH]c1=O (stereo not given)	13.3%
CNC(=O)[C@@H]1C[C@H](Oc2ccccc2)CN1S(=O)(=O)c1cc(OC)ccc1OC	1.1%
COc1ccc(C(=O)NCCc2noc(C3CC3)n2)c(OC)n1	-12.4%
Cc1nc(-c2ccc(F)cc2)sc1CCNC(=O)Cc1ccc(F)cc1	i
Cc1cnccc1-c1ccc(NC(=O)NC2CC2)cc1	?
COc1ccc(CCNC(=O)c2ccc3c(c2)N(Cc2ccc(F)cc2)C(=O)CS3)cc1OC	?
CC(=O)Nc1ccc([S+](=O)([O-])N2CCC3(CC2)CN(C(C)=O)Cc2ccccc2O3)cc1	-15.4%
CN(C)S(=O)(=O)N1CCCOCCNC(=O)[C@@H]2CCC[C@@H]21	12.0%
O=C(c1ccccc1F)N1CCC2(CC1)CC(=O)N(c1ccccc1)c1ccccc1O2	?
CC(C)CCN1C(=O)CC[C@]2(C(=O)NC3CCCC3)CCCC[C@@H]12	i
CCn1ncc(-c2nc3cc(S(=O)(=O)N4CCCC4)ccc3n2C)c1C	-15.1%
CCOC(=O)c1[nH]c2c(c1Cc1ccccc1)C(=O)CC(c1ccc(Cl)cc1)C2 (stereo not given)	10µM*
COc1ccc(N(CC(=O)Nc2cccc(C(C)=O)c2)S(=O)(=O)c2ccccc2)c(OC)c1	i
Cc1nn(-c2ccc(F)cc2)c(-n2cccc2)c1C(=O)N1CCN(c2ccccc2F)CC1	16.8%
